rTrxR1 inhibitor: inhibitors of rat thioredoxin reductase 1; O89049; recombinant rTrxR1, NADPH fluorescence consumption, selenite substrate; Potency, µM (doses to about 114 µM), for inactives: top-dose activity change, negative = inhibition, usual class: inhibitors; hit rate 1% among 390,000; also: % is scaled to controls: 0 for no effect and ±100 for the full control effect; nearly all actives have a fitted effect of over 65% in size
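Rat TrxR1 (90 nM in the dispensed reagent) was pre-reduced with 400 uM NADPH for 5 min at room temperature, then incubated with compound for 15 min. After 400 uM selenite was added, NADPH fluorescence (Ex 340/Em 450 nm) was followed for 8 min.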
Pin1 inhibitor: blocks the human prolyl isomerase Pin1 | Pin1 FP peptide displacement, HiFluor488, 10 min | Potency, µM (highest dose often 115 µM), for the others: at the highest dose activity, negative = inhibition, actives largely listed as inhibitors | Q13526 | AID 504891 | hit rate 0.009% among 390,000; active = well fitted inhibition curve with a large enough effect in the polarisation, with a control signal flat, not every such curve was filed as active; inconclusive = small, poorly fitted or top-dose-only effect, or effect the other way, or a change in a side signal; inactive = no such curve, though single readings can be large or run the other way; the % refers to the polarisation; also: % is scaled to controls: 0 for no effect and ±100 for the full control effect
HP1b binding inh: HP1-beta chromodomain-methylated histone interaction inhibition; hit rate 0.56% among 390,000; AlphaScreen HP1-beta / biotin-H3K9me3 peptide binding; Potency, µM (doses to about 114 µM), for the others: at the top dose activity change, negative = inhibition, actives largely listed as inhibitors; also: nearly all actives have a fitted effect of over 70% in size; inactives centre near 23
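AlphaScreen: HP1-beta (50 nM) preformed 30 min with biotin-H3(1-18)K9me3 peptide (50 nM) in PBS pH 7.4, 0.01% Tween-20. Compound added for 30 min at RT, then streptavidin donor/nickel chelate acceptor beads (10 ug/mL) for 30 min.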
GLS inh: inhibitors of human glutaminase (GLS). O94925. GLS enzymatic activity, qHTS titration. Potency, µM (series often up to 45.5 µM), for the others: at the highest dose activity change, negative = inhibition, actives largely listed as inhibitors. hit rate 0.21% among 410,000. AID 624170; also: % is scaled to controls: 0 for no effect and ±100 for the full control effect
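Coupled fluorescence readout: glutamate oxidase/HRP/Amplex Red detect glutamate formed by hKGA from L-glutamine (1 mM solution added). Buffer 45 mM KH2PO4 pH 8.2, 0.02% Tween-20; reads at t0 and 30 min RT.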
RGS4 inh: human RGS4 inhibition. P49798. Transcreener GDP fluorescence polarization, RGS4-accelerated GTP hydrolysis. Potency, µM (highest dose often 114 µM), inactives show top-dose activity change, negative = inhibition, most hits filed as inhibitors. hit rate 0.039% among 390,000; also: % is scaled to controls: 0 for no effect and ±100 for the full control effect; nearly all actives have a fitted effect of over 75% in size; some results filed as inactive show a strong effect at the top dose
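MLSMR compounds (23 nl, pin-transferred) preincubated 10 min at room temperature with a 500nM (2x) first reagent, then RGS4 at 900nM (2x) plus Transcreener GDP mix added; fluorescence polarization (620/688 nm) read before and after 90 min at 30 °C.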
JMJD2A Tudor: inhibitors of human JMJD2A Tudor domain; AlphaScreen JMJD2A-Tudor / H3K4me3 peptide binding; Potency, µM (top dose mostly 114 µM), for inactives: at the top dose activity change, negative = inhibition, actives largely listed as inhibitors; hit rate 4.4% among 390,000; AID 504339; also: % is scaled to controls: 0 for no effect and ±100 for the full control effect; nearly all actives have a fitted effect of over 50% in size
Target sequence (O75164 whole entry, looked up, the tested form may be a part): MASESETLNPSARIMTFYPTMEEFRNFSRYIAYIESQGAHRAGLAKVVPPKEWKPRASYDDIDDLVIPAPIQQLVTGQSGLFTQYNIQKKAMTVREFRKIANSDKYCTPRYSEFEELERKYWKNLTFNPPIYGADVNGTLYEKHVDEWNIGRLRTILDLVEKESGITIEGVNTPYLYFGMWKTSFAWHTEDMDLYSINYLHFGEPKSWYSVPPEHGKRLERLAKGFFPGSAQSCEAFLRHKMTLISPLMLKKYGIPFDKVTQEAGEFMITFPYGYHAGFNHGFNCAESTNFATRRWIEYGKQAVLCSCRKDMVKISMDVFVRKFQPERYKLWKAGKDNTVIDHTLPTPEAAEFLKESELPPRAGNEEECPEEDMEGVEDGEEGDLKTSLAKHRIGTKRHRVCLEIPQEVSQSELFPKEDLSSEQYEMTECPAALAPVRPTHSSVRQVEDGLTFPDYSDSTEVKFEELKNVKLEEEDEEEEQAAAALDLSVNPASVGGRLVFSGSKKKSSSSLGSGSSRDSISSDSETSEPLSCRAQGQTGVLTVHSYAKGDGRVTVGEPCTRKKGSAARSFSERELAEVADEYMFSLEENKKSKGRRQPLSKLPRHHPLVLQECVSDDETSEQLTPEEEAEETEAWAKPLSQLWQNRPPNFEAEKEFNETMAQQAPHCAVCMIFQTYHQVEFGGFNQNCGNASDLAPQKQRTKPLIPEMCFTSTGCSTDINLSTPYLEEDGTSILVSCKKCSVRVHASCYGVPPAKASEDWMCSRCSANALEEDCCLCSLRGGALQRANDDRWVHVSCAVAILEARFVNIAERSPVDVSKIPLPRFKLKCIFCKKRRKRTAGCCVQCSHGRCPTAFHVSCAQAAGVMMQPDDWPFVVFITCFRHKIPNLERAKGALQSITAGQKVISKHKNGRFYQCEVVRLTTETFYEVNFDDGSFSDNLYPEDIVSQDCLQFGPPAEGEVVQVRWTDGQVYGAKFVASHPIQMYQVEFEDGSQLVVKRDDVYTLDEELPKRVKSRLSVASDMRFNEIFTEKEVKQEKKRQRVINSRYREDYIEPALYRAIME
ERG Ets-DNA blk: blocks human ERG Ets domain binding to DNA. Potency, µM (doses to about 76.9 µM), for the others: top-dose FP activity, negative = inhibition, hits mostly inhibitors. fluorescence polarization, His-ERG Ets domain / labelled DNA. AID 624246. P11308. hit rate 0.028% among 370,000; active = well fitted inhibition curve with a large enough effect in the polarisation, with a control signal flat; inconclusive = small, poorly fitted or top-dose-only effect, or effect the other way, or a change in a side signal; inactive = no such curve, though single readings can be large or run the other way; the % refers to the polarisation;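 also: polarization taken with two DNA probes labelled with fluorescein and Texas red; % of control where 0% means no effect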
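His-tagged ERG Ets domain (1 uM in the protein solution; 300mM KCl, 50mM Tris-HCl, 1mM EDTA, 1mM DTT, pH 7.5) received compound, then a probe mix of 5 nM fluorescein-DNA and 100nM Texas-615-DNA. Fluorescence polarization was read for both dyes.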
ALOX12 inh: blocks human arachidonate 12S-lipoxygenase; Potency, µM (doses to about 108 µM), for inactives: at the top dose activity change, negative = inhibition, actives largely listed as inhibitors; purified 12hLO, xylenol orange hydroperoxide absorbance; hit rate 1.1% among 580,000; P18054; also: % is scaled to controls: 0 for no effect and ±100 for the full control effect
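Purified human 12hLO (150 nM final) in 25 mM Hepes, 0.01% Triton X-100, pH 7.0 was preincubated 15 min at room temperature with compound. Then 40 uM arachidonic acid was added, 30 min. Hydroperoxide was read by Fe-XO absorbance ratio 573/405 nm.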
Tb PGK inh: T. brucei PGK inhibition; P07378; PGK/GAPDH coupled, Kinase-Glo luminescence, 60 min; Potency, µM (doses to about 57.5 µM), inactives show top-dose activity change, negative = inhibition, actives largely listed as inhibitors; hit rate 0.043% among 380,000; AID 602233; also: % is scaled to controls: 0 for no effect and ±100 for the full control effect; nearly all actives have a fitted effect of over 60% in size
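Luminescent ATP detection (Kinase-Glo Plus) follows a 60-minute room-temperature incubation, with wells lacking PGK as controls. Buffer: 100 mM TEA (pH 7.6), 5 mM MgCl2, 0.01% Tween-20. Coupling enzyme GAPDH (100 nM final) supplies unstable 1,3-BPG in-well.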
Starred values were filed as active, the others as inactive; i = inactive; ? = inconclusive; · = not tested or not shown; & = joins results of further samples; ! = not confirmed by another sample; [ ] = another dose, or the depositor's remark. Unless noted, calls follow the shape of the dose curve; as a rule, active = well fitted curve in the direction sought with a large enough effect; inconclusive = small, poorly fitted or top-dose-only effect, or another doubt; inactive = no such curve, though single readings can be large; an effect the other way counts as inactive or inconclusive. Potency is read from the fitted curve at half-maximal effect.

SMILES	rTrxR1 inhibitor	Pin1 inhibitor	HP1b binding inh	GLS inh	RGS4 inh	JMJD2A Tudor	ERG Ets-DNA blk	ALOX12 inh	Tb PGK inh
O=C(NCC(c1ccc2c(c1)OCO2)N1CCOCC1)C(=O)Nc1ccc(Cl)cc1 (configuration not stated)	1%[57.1 µM]	-10%	7%	1%	-20%	-5%	5%	-21%	-3%
O=C(c1nc2nc(-c3ccc(Cl)cc3)cc(C(F)(F)F)n2n1)N1CCOCC1	?	8%	27%	-5%	-15%	-5%	0%	-10%	i
COc1ccc(NC(=O)c2cc3c(s2)CCC(C)C3)cc1S(=O)(=O)N1CCOCC1 (configuration not stated)	-1%	39%[activator]	-2%	8%	13%	-31%	3%	1%	10%
COc1cccc(NC(=O)c2ccc3c(SCC(=O)O)c4c(nc3c2)CCCC4)c1	16%[11.4 µM]	7%	37%	?	-19%	-17%	4%	-5%	-2%
CCCC(=O)Nc1nc2ccc(NC(=O)c3ccccc3F)cc2s1	11%[57.1 µM]	0%	7%	1%	1%	-14%	-5%	-1%	0%
NC(=O)C1CC(=O)N(c2ccc(OCC(=O)Nc3ccccc3F)cc2)C1 (configuration not stated)	8%	-1%	36%[activator]	-9%	-38%	7%	-8%	3%	-4%
O=C(N/N=C/c1cc2ccccc2nc1Cl)[C@H]1C[C@@H]1c1ccccc1	16%[57.1 µM]	1%	39%[activator]	-3%	-17%	-4%	6%	19%	-10%
O=C(CSc1cccc[n+]1[O-])Nc1cc2c(cc1Cl)C(=O)c1ccccc1C2=O	-18%	-4%	6%	-7%	-44%	?	-2%	?	-5%
O=C(Nc1cccc(F)c1)C1CCCN(c2cnccn2)C1 (configuration not stated)	11%	0%	10%[57 µM]	-10%	3%	-2%	-18%	0%	-11%
COc1ccccc1NS(=O)(=O)c1cccc(C(=O)NNC(=O)c2ccc(Cl)nc2)c1	10%[57.1 µM]	0%	19%[57 µM]	24%	7%	-4%	1%	0%	1%
COc1ccc(NC(=O)CSc2c3c(nc4ccccc24)CCCC3)c(OC)c1	-22%	10%	-12%	9%	-20%	?	-4%	-3%	-1%
O=C(C[n+]1ccc(/C=N/O)cc1)NC1CCCCC1	31%[57.1 µM]	6%	0%	-7%	25%	-3%	10%	-6%	-10%
Cc1ccc(NC(=O)CSc2nccn2C2CCCC2)cc1	7%[57.1 µM]	8%	15%	5%	-24%	-20%	0%	-12%	-1%
Cc1ccc2onc(CC(=O)N3CCN(c4ccccc4F)CC3)c2c1	-2%	8%	48%[activator]	-3%	-12%	-1%	3%	-23%	-7%
CCOC(=O)CN(Cc1ccccc1)C(C(=O)NC1CCCCC1)c1ccccc1 (configuration not stated)	-12%	?	31%	-3%	27%	0%	-3%	-29%	-4%
NC(=O)c1ccccc1NC(=O)CSc1cn[nH]n1	6%[57.1 µM]	0%	31%	?	-3%	4%	0%	-25%	7%
COC(=O)[C@@]1(Cc2ccccc2)[C@H]2C(=O)N(Cc3ccccc3)C(=O)[C@H]2[C@H]2CN=C(SCc3ccc(C)cc3)N21	21%	3%	36%	-5%	0%	-18%	-2%	·	-5%
Cn1c(=O)c2c(nc(SCc3nc(N)nc(N4CCCCC4)n3)n2C)n(C)c1=O	7%	-1%	28%	6%	-33%	-14%	·	11%	-3%
CCOC(=O)c1cnc2c(c(C)nn2CC)c1NCCN1CCOCC1	4%	-2%	64%[activator]	-7%	-9%	-12%	3%	1%	i
COc1cccc(CNC(=O)CCC2CCCN(C(=O)c3cscn3)C2)c1 (configuration not stated)	21%	-3%	24%	-4%	7%	-18%	10%	-13%	i
CCOc1ccc(N(C(=O)c2cc3ccccc3oc2=O)C2C=CS(=O)(=O)C2)cc1 (configuration not stated)	12%[57.1 µM]	1%	-8%	5%	10%	-10%	0%	-2%	1%
CC(=O)Nc1ccc(Nc2nc(-c3sc(C)nc3C)cs2)cc1	11%[57.1 µM]	2%	-2%	?	-19%	-26%	-2%	16µM*!	-7%
COc1cc2c(cc1OC)C(CC#N)=NC(C)(C)C2	1%	6%	-5%	22%	7%	-20%	3%	·	-2%
CC(C)CN(C(=O)/C=C/c1nc2ccccc2s1)C1CCS(=O)(=O)C1 (configuration not stated)	?	6%	0%	0%	2%	-21%	-11%	0%	-1%
Nc1[nH]c(N=NC(=O)c2ccccc2)c2ccccc12	-6%	-7%	27%	23%	13%	6%	·	-14%	3%
C=C(C)C1Cc2c(C)nn(-c3nc(C)cc(C)n3)c2C1 (configuration not stated)	?	-9%	43%[activator]	-1%	-15%	-15%	-3%	?	-4%
CCOC(=O)C(Cc1ccnc2ccccc12)=NO	16%[57.1 µM]	5%	7%[57 µM]	11%	-1%	-19%	-4%	-25%	-5%
C[C@]12CCC3C(CC[C@H]4CC(O)CC[C@]34C)C1CC/C2=N/O (some centres not stated)	12%[57.1 µM]	4%	-25%	-5%	-5%	0%	9%	16%	-1%
O=C(CN1C(=O)CCSc2ccccc21)Nc1ccc(F)cc1	13%	2%	18%	-9%	17%	-20%	-5%	-15%	6%
COCCCNc1nc2c(-c3cccc(C(F)(F)F)c3)nnn2c2ccccc12	21%[57.1 µM]	-3%	49%	2%	-23%	6%	15%	12%	-3%
COc1ccc(NC(=O)N(Cc2cc3cc(C)ccc3[nH]c2=O)CC2CCCO2)cc1 (configuration not stated)	6%[57.1 µM]	4%	38%	15%	-8%[56.9 µM]	-21%	1%	?	11%
Cc1ccc(NC(=O)Nc2ccc3nc(N4CCN(C)CC4)cc(C)c3c2)cc1C	24%	-3%	9%	10%	-13%	-25%	1%	?	6%
CSc1nc2n(n1)C(C)C1=C(CCCC1=O)N2 (configuration not stated)	20%	1%	28%	0%	-36%	11%	-2%	1%	i
O=C(O)C[C@H]1c2ccc(C(F)(F)F)cc2S(=O)(=O)N1C1CCCCC1	3%&-5%	-4%	39%	2%	1%	-13%	-2%	13%	4%
CN1C(=O)c2ccc(NC(=O)c3cccc(N4C(=O)CCC4=O)c3)cc2C1=O	-1%	3%	48%[activator]	-6%	-17%	-19%	-1%	-12%	·
Cc1ccc(CNC(=O)Cn2c(=O)n(-c3ccc(C)c(F)c3)c(=O)c3sc4ccccc4c32)cc1	11%	-13%	26%	5%	24%	-12%	-3%	-28%	0%
Cc1cccc(NC(=O)CN2C(=O)S/C(=C\c3ccccn3)C2=O)c1	17%	-3%	69%[activator]	-2%	-23%	-14%	-3%	1%	-9%
COc1cccc(-c2nnn(CC(=O)Nc3cc(OC)c(NC(=O)c4ccco4)cc3OC)n2)c1	6%	17%	14%	2%	-44%	-8%	7%	?	i
COC(=O)c1cc(COc2ccc3oc(C)c(C(=O)OC)c3c2)c(C)o1	2%	-1%	39%[activator]	0%	15%	-1%	-6%	0%	·
CN(C)c1ccc(C(CNS(=O)(=O)c2ccc(Cl)cc2)N2CCOCC2)cc1 (configuration not stated)	7%[57.1 µM]	-6%	-18%	20%	-7%	?	-9%	?	13%
CC(OC(=O)c1cccc(S(=O)(=O)N2CCCC2)c1)C(=O)c1ccccc1 (configuration not stated)	-5%	2%	23%	4%	18%	-1%	-3%	?	7%
COc1ccc(C)cc1NC(=O)C1CCCN(S(=O)(=O)c2ccc3c(c2)CCCN3C(C)=O)C1 (configuration not stated)	15%	-1%&0%	26%	7%&3%	-21%&-7%	-9%&-18%	1%&-2%	?	-5%&-9%
CSc1nc2nc(-c3ccccc3)cc(C(F)(F)F)n2n1	22%	-12%	67%[activator]	9%	-8%	12%	0%	454%[activator]	-6%
COC(=O)C1=C(c2ccc(OC)cc2)OC(=O)C1(C)C	14%[57.1 µM]	1%	52%[activator]	4%	18%	-3%	-2%	-11%	2%
CC(C)(C)NC(=O)C[C@H]1C[C@H](C(=O)N2CCOCC2)[C@@]2(C)c3[nH]c4cc(-c5ccco5)ccc4c3CCN2C1=O	19%	-4%	0%	5%	-23%	?	18%	·	-5%
N#CCCNCC1(c2ccccc2)CCCC1	7%[57.1 µM]	2%	22%	-3%	18%	-9%	0%	-19%	2%
O=C(NCCO)/C(=C\c1ccc([N+](=O)[O-])o1)NC(=O)c1ccccc1	-12%[57.1 µM]	-2%	21%	-6%	10%	-3%	-4%	-23%	-3%
Cc1cc2[nH]ncc2cc1NC(N)=S	18%[57.1 µM]	4%	44%[activator]	-7%	-18%	-4%	14%	?	i
COc1ccc(CCNc2ncnc3c2c(C)c(C)n3CCCN(C)C)cc1OC	18%	-8%	-6%	5%	-25%	?	-4%	-16%	-9%

Profiles, looked up by structure. Order of values: rTrxR1 inhibitor, Pin1 inhibitor, HP1b binding inh, GLS inh, RGS4 inh, JMJD2A Tudor, ERG Ets-DNA blk, ALOX12 inh, Tb PGK inh
Listed for COC(=O)[C@@]1(Cc2ccccc2)[C@H]2C(=O)N(Cc3ccccc3)C(=O)[C@H]2[C@H]2CN=C(SCc3ccc(C)cc3)N21 = 21%, 3%, 36%, -5%, 0%, -18%, -2%, ·, -5%
Listed for Cc1ccc(CNC(=O)Cn2c(=O)n(-c3ccc(C)c(F)c3)c(=O)c3sc4ccccc4c32)cc1 = 11%, -13%, 26%, 5%, 24%, -12%, -3%, -28%, 0%
Listed for COC(=O)c1cc(COc2ccc3oc(C)c(C(=O)OC)c3c2)c(C)o1 = 2%, -1%, 39%[activator], 0%, 15%, -1%, -6%, 0%, ·
Listed for CCOC(=O)c1cnc2c(c(C)nn2CC)c1NCCN1CCOCC1 = 4%, -2%, 64%[activator], -7%, -9%, -12%, 3%, 1%, i

This is a subset; rates above refer to the full screens.
